Screens deposited in PubChem BioAssay by National Center for Advancing Translational Sciences (NCATS).
ERK EGF inh: inhibitors of EGF-stimulated ERK signaling pathway; HEK293-V1b, EGF-stimulated phospho-ERK AlphaScreen; Potency, µM (series often up to 11.5 µM), for the others: at the highest dose activity change, negative = inhibition, actives largely listed as inhibitors; 0.41% of 130,000 active; active = well fitted inhibition curve with a large enough effect; inconclusive = small, poorly fitted or top-dose-only effect, or effect the other way;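 note: plate controls were stimulated vehicle wells for no effect and unstimulated vehicle basal for full effect; nearly all actives have a fitted effect of over 55% in size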
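Homogeneous cell-based phospho-ERK assay: HEK293/V1b cells in 1% FBS, compound 30 min then EGF 5 min, AlphaScreen luminescence. Activity normalized between DMSO and 25 nM EGF controls; AC50 from Hill modelling.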
* marks the source's active call; other numbers are inactive results; u = inconclusive; & = joins results of further samples; [ ] = dose if it differs, or a comment. Potency is the fitted concentration of half-maximal effect. Some of the compounds tested; count on the stated rates, not on these rows.

mol	ERK EGF inh
Cc1ccc2nc(SC(C)C(=O)NC3CCCc4ccccc43)[nH]c2c1 (stereo not drawn)	6.2%
O=Cc1ccc(O)c(O)c1	-4.2%[57.5 µM]
CCn1c(SCC(=O)NCCc2ccccc2)nnc1C(C)C	0.8%
COc1cscc1C(=O)O	1.2%[57.5 µM]
COc1cc(OC)cc(C(=O)N[C@H](C(=O)OCC(=O)Nc2sccc2C#N)C(C)C)c1	13.6%
C[C@H]1COC2=C1C(=O)C(=O)c1c2ccc2c1CCCC2(C)C	-11.5%[57.5 µM]
COCCN(C(=O)c1ccco1)C(C(=O)NC1CCCC1)c1cccs1 (stereo not drawn)	-3.0%
Cc1cccc(NC(=O)Nc2ccc(C)cc2Br)c1	1.2%
CCCn1c(N)cc(=O)n(C)c1=O	7.3%
CC1=NN(c2ccc(Cl)cc2)C(=O)C1	2.0%
c1cncc(-c2nc3ccccc3[nH]2)c1	9.0%[57.5 µM]
CCCCN(Cc1cc2ccccc2[nH]c1=O)S(C)(=O)=O	-13.4%
CCNC(=S)N1CCc2cc(OC)c(OC)cc2C1COc1ccccc1OC (stereo not drawn)	-2.1%
C=CCNC(=O)c1c(CSc2ccccc2)noc1C(=O)NCc1ccccc1	6.4%[57.5 µM]
CC(C)(C)C(=O)Nc1ncccc1C(O)c1cccc(C(F)(F)F)c1 (stereo not drawn)	39.0%
O=C(NCc1ccco1)/C(=C/c1ccco1)NC(=O)c1ccc(Br)o1	6.4%
C=CCOn1c(C)c(C(C)=O)c2c3no[n+]([O-])c3ccc21	-0.5%
COc1ccc(C(C)=O)cc1COC(=O)c1cccnc1SC	-0.4%
COc1ccccc1C1=NC(c2ccc(C)cc2)N=C1C (stereo not drawn)	u
COc1ccc(Cl)cc1C(=O)NNC(=S)NC(=O)/C=C/c1ccco1	-0.7%
O=C(c1ccc(Cl)cc1)N1C2C=CC(C2)C1(C(F)(F)F)C(F)(F)F (stereo not drawn)	10.7%
O=C(CN1C(=O)NC2(CCCCCC2)C1=O)N1CCC(Cc2ccccc2)CC1	-2.9%
Cc1cc([N+](=O)[O-])nn1CC(=O)Nc1cnc2ccccc2c1	-0.9%
O=C(COc1ccc([N+](=O)[O-])cc1)Nn1cnnc1	0.3%
CC1CCN(c2nc(Cl)nc(Nc3ccc([N+](=O)[O-])cc3)n2)CC1	13.3%

Next part.
mol	ERK EGF inh
O=c1n(Cc2ccccc2Cl)nc2n1-c1ccccc1SC2	-0.5%[57.5 µM]
C[C@H](NC(=O)c1nc[nH]c1C(=O)NC1CCN(C(=O)OC(C)(C)C)CC1)C(=O)OCc1ccccc1	-2.3%[57.5 µM]
O=C(c1ccc(F)cc1)c1cnc(Nc2ccccc2)s1	-1.5%
N#C/C(=C(/O)c1cccc(F)c1)c1nc2ccccc2s1	-5.0%[57.5 µM]
CCn1c(SCC(=O)NCc2ccco2)nnc1-c1ccncc1	15.1%
COc1ccc(-c2[nH]ncc2CN2CCC(C(=O)c3ccc(F)cc3)CC2)cc1	-5.9%[57.5 µM]
S=c1nc(Cc2ccc(Cl)cc2)[nH]c2ccccc12	-1.1%
N#Cc1ccsc1NC(=O)CN1CCN(c2ccccc2O)CC1	-7.2%
CC(=O)NS(=O)(=O)c1ccc(NC(=O)CC(C)c2ccccc2)cc1 (stereo not drawn)	3.7%
CCOC(=O)c1nc(C)sc1-c1ccnn1S(=O)(=O)c1ccc(C)cc1	8.6%[57.5 µM]
Cc1ccc(NS(=O)(=O)c2cc(OCC(N)=O)c(C)cc2Cl)cc1	6.3%
COc1cc(NC2c3ccccc3C(=O)N2Cc2ccc3c(c2)OCO3)cc(OC)c1 (stereo not drawn)	-16.3%[57.5 µM]
CNC(=O)[C@H]1O[C@@H](n2cnc3c(NCc4ccc(N)cc4)ncnc32)[C@H](O)[C@H]1O	10.5%
CCOc1ccc(C(=O)NCC(=O)OCc2cc([N+](=O)[O-])cc3c2OCOC3)cc1OCC	-1.9%
O=C(Nc1ccc2ncccc2c1)Nc1ccc2ncccc2c1	-13.4%[57.5 µM]
Cc1ccc(S(=O)(=O)N(C)C)cc1NC(=O)COC(=O)Cc1ccc(Br)cc1	-3.1%
Cc1ccc(NC(=O)COC(=O)/C=C/c2cccs2)cc1	-2.3%
CCN(CC)C(=O)c1ccc(-c2cccs2)s1	-1.9%[57.5 µM]
O=C(c1cc(COc2ccc(F)cc2F)on1)N1CCCC(c2ccccc2)C1 (stereo not drawn)	1.6%
CC[N+](CC)(CC)CC[C@](O)(c1ccccc1)C1CCCCC1	0.3%[25.7 µM]
O=C(c1ccc2c(c1)OCO2)C1CCCN(Cc2cn[nH]c2-c2cccc(F)c2)C1 (stereo not drawn)	16.3%
c1cncc(C(c2nnnn2C2CCCCC2)N2CCN3CCCC3C2)c1 (stereo not drawn)	5.1%
CCOC(=O)N/N=C/c1ccccc1-c1cc(OC)ccc1OC	-0.9%
CC1(C)Cc2ccccc2-c2nc(NCCCO)[nH]c(=O)c21	-0.5%[57.5 µM]
CC(=O)C1=C(O)C(=O)N(c2cccnc2)C1c1ccc([N+](=O)[O-])cc1 (stereo not drawn)	9.5%

The results go on:
mol	ERK EGF inh
COc1ccc(CC(=O)NNC(=O)c2ccncc2)cc1	-7.3%
N[C@@H](CCCP(=O)(O)O)C(=O)O	-3.4%
O=C(N/N=C/c1cccc([N+](=O)[O-])c1)c1ccc(COc2ccccc2-c2ccccc2)cc1	-0.9%
O=C(O)CCCNC(=O)CC1S/C(=N/N=C/c2ccccc2O)NC1=O (stereo not drawn)	1.0%
CN(c1ccc(OCC(=O)OCC(=O)NC2CCCC2)cc1)S(=O)(=O)c1ccc2ccccc2c1	-9.1%
Cc1cc(Br)ccc1NC(=O)CNC(=O)Cn1ncc(Cl)c(Cl)c1=O	0.8%[57.5 µM]
CCOc1ccccc1Nc1nc2ccccc2n1C(C)C	1.6%
CCOC(=O)C1(Cc2ccccc2)CCN(Cc2ccon2)CC1	-11.3%
OC(CNCCc1ccc(C(F)(F)F)cc1)COc1cccc2ccccc12 (stereo not drawn)	u
Cc1ccsc1C1C(C#N)=C(N)N(N(C)C)C2=C1C(=O)CCC2 (stereo not drawn)	21.3%
CC(C)c1nc2sc3c(=O)[nH]cnc3c2c2c1CCCC2	-3.3%[57.5 µM]
Cc1ccc2c(c1)N(CCCC(=O)NCCCN1CCCC1=O)C(=O)CO2	-7.8%
Cc1ccc2c(c1)NC(=O)C(CC(=O)NC1CCCCC1C)O2 (stereo not drawn)	1.6%
COc1ccc(CCN=C(N)NS(=O)(=O)c2ccc(F)cc2)cc1	1.8%
O=C(COC(=O)c1c(Cl)ccc(Cl)c1Cl)NC(=O)NCc1ccccc1	-6.2%
CSCCC(NC(=O)c1ccc(Cl)cc1)C(=O)OCC(=O)c1ccc[nH]1 (stereo not drawn)	-2.6%
Cc1[nH]c2ccccc2c1C(C[N+](=O)[O-])c1ccco1 (stereo not drawn)	-7.0%
O=C1COCCOCCOCCOCC(=O)NCCN1	-0.3%
CC1CCCCN1CC(=O)Nc1ccc(N2CCCCCC2)cc1 (stereo not drawn)	9.1%
COc1ccc(S(=O)(=O)NCC2CCCN(C(=O)CC3CCCC3)C2)cc1 (stereo not drawn)	6.8%
CSc1ccc(/C=N/NC(=O)c2ccc(O)cc2)cc1	-1.3%
COc1cccc(N2CCN(C(=O)c3c(C)nn(-c4ccccc4)c3C)CC2)c1	-2.2%
CCCCN(C(=S)Nc1cccc(C)c1C)c1c(N)n(CCC)c(=O)[nH]c1=O	1.4%
OC(CNCc1ccc(Cl)cc1)(c1ccccc1)c1ccc(F)cc1 (stereo not drawn)	-11.8%
COc1ccc2cc(C3NC(=O)c4ccccc4N3)c(Cl)nc2c1 (stereo not drawn)	-1.4%

(more compounds)
mol	ERK EGF inh
O=C(O)Cc1cc2ccccc2nc1C(=O)O	-8.0%
COc1ccc(-n2c(SCC(=O)N3CCc4ccccc43)nnc2-c2c[nH]c3ccccc23)cc1	-9.9%
COc1ccc(N2CCN(C(=O)/C=C/c3ccco3)CC2)cc1	1.0%
O=C(Nc1ccccc1C(F)(F)F)c1ccccc1Br	-2.2%
O=C(Cn1c(O)c(/C=C2\C=Nc3ccccc32)sc1=O)N1CCOCC1	3.7%
O=C(O)C1Cc2ccccc2CN1C(=O)CSc1nnc2ccccn12 (stereo not drawn)	-5.5%
CCOC(=O)C1=NNC(C(=O)c2ccc(Cl)cc2)C1c1ccccc1 (stereo not drawn)	4.0%
Cc1cc(CSC(=N)N)c(CSC(=N)N)cc1C	1.3%[57.5 µM]
CC(C)n1cnnc1SCC(=O)Nc1ccc(Br)cc1F	-0.9%
O=C(/C=C/Nc1ccc(Nc2ccccc2)cc1)c1cccs1	19.8%
O=C(Nc1cccc(C(F)(F)F)c1)c1cccnc1N1CCOCC1	-6.4%
CC(C)c1cc(-c2cc(-c3ccccc3)on2)nc(NC2CCCC2)n1	-4.6%[57.5 µM]
N=C1CCCN1CC(=O)c1cccs1	-6.3%
Fc1cnc(N/N=C/c2ccc(-c3ccc(Br)cc3)o2)nc1N1CCOCC1	u
Cc1ccc(C(=O)NC(C)c2ccc(F)cc2)cc1 (stereo not drawn)	-3.1%
Cc1csc2ncc(C(=O)Nc3ccccc3Cl)c(=O)n12	-1.0%[57.5 µM]
CCc1c(C)nc2ncnn2c1Nc1ccc(C)c(C)c1	22.4µM*
O=C(Nc1ccc(Br)cc1)c1csc(-c2ccncc2)n1	-6.1%
CCOCCCNCC(=O)Nc1ccc(S(=O)(=O)NC(C)CC)cc1 (stereo not drawn)	12.1%
CSc1nnc([C@H](Cc2c[nH]c3ccccc23)NC(=O)OC(C)(C)C)o1	-8.5%[57.5 µM]
CCCCN(C(=O)Cn1nnc2ccccc21)C(C(=O)NCCOC)c1cccs1 (stereo not drawn)	2.9%
COC(=O)c1ccc(NC(=O)COc2ccc([N+](=O)[O-])cc2)cc1	9.8%[57.5 µM]
O=C(O)c1[nH]c2ccccc2c1CC(=O)N1CCN(c2ccccc2)CC1	3.7%
O=C(CCC(=O)N1CCN(S(=O)(=O)c2ccc(Cl)cc2)CC1)Nc1ccc2ccccc2c1	-0.5%
CC(C)Cc1nn2c(=O)cc(O)nc2s1	4.9%

A second format for part of the listing above.
structure: C[C@H](NC(=O)c1nc[nH]c1C(=O)NC1CCN(C(=O)OC(C)(C)C)CC1)C(=O)OCc1ccccc1
  ERK EGF inh: -2.3%[57.5 µM]

structure: CCOC(=O)C1(Cc2ccccc2)CCN(Cc2ccon2)CC1
  ERK EGF inh: -11.3%

Following part.
mol	ERK EGF inh
O=C(N/N=C/C=C/c1ccccc1)c1ccncc1	1.2%
COc1ccc(-c2cc3cc(OC)c(OC)cc3c(C)n2)cc1C	-8.7%[57.5 µM]
CCN(CC)S(=O)(=O)c1ccc(Cl)c(NC(=O)COC(=O)c2cccn2C)c1	0.2%
CC(c1ccon1)N(C)Cc1cn[nH]c1-c1ccc(F)cc1F (stereo not drawn)	-7.2%[57.5 µM]
COc1ccc(-c2[nH]ncc2CN(C)C(C)c2cccs2)c(F)c1 (stereo not drawn)	-6.9%
CCN(CC)CCC#CC(O)(c1ccccc1)c1ccccc1	7.6%
CCOc1ccc(N2CC(C(=O)Nc3ccc(N4CCOCC4)cc3)CC2=O)cc1 (stereo not drawn)	3.8%
O=C1CCC/C(=N/NC(=O)C2CCN(S(=O)(=O)c3cccs3)CC2)C1	6.4%
CC(C(=O)NC1CCCCC1)N1CCN(C)CC1 (stereo not drawn)	-11.5%[57.5 µM]
NS(=O)(=O)c1ccc(Nc2ccc3nonc3c2[N+](=O)[O-])cc1	2.7%
CCCOc1ncnc2c1sc1nc3c(cc12)COC(C)(C)C3	-0.8%
COc1ccc(N2C(=O)CC(N(C)CCc3ccc(OC)c(OC)c3)C2=O)cc1 (stereo not drawn)	-5.8%
CCOC(=O)C1CCN(c2ccc(Cl)nn2)CC1	1.0%
NS(=O)(=O)c1ccc(NC(=O)c2ccc(COc3ccccc3)o2)cc1	1.9%
CC(=O)c1ccc(NC(=O)c2ccn(C(=O)OCC(C)C)n2)cc1	0.8%
O=C(CCCN1C(=O)c2cccc3cccc(c23)C1=O)NCCN1CCOCC1	0.6%
O=C(COC(=O)c1cccc2ccccc12)Nc1cccnc1Cl	-1.9%
Cc1ccc(S(=O)(=O)CCC(=O)OCc2ccc(Cl)cc2)cc1	3.0%
CCOC(=O)C1=C(C)NC(C)=C(C(=O)OCCNC(=O)c2cccnc2)C1c1cccc([N+](=O)[O-])c1 (stereo not drawn)	6.1%
c1ncc(-c2ccc3c(c2)OCO3)c(NCCc2cnc[nH]2)n1	16.4%
CC1(C(=O)NCc2ccccn2)C=CCN1C(=O)c1ccccc1 (stereo not drawn)	-9.6%&-9.4%
Cc1onc(-c2cccc(Cl)c2Cl)c1C(=O)O/N=C(\N)c1ccc([N+](=O)[O-])o1	-11.3%[57.5 µM]
